Screening data deposited in PubChem by several laboratories.
HIF-2a block: HIF-2a reporter inhibitors, primary screen, luminescence, 786-0 RCC cells | 786-0 RCC cells HIF-2a reporter, luciferase luminescence, overnight | inhibition, % at 18.8 µM | actives 0.72% (n = 360,000) | AID 624352, 2012;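 active means inhibition of the luminescence signal of 40% or more relative to plate controls, in a single-dose primary screen at 18.75 µM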
NR2E3 ag-1: NR2E3 agonists in two-hybrid cells, primary screen, cell-based, luminescence, CHO-S, Gal4-NCOR/VP16-NR2E3 | luciferase | AID 602229, 2012 | inhibition of corepressor binding, % at 3.98 µM | actives 0.35% (n = 360,000);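 active means inhibition above the mean of all tested compounds plus 3 SD, cut at about 70% in these data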;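 further: 0% = DMSO with NR2E3 transfected cells and 100% = cells lacking NR2E3 construct; higher means lower luciferase signal from less NR2E3 corepressor binding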
Target sequence (Q9Y5X4 whole entry, looked up, the tested form may be a part): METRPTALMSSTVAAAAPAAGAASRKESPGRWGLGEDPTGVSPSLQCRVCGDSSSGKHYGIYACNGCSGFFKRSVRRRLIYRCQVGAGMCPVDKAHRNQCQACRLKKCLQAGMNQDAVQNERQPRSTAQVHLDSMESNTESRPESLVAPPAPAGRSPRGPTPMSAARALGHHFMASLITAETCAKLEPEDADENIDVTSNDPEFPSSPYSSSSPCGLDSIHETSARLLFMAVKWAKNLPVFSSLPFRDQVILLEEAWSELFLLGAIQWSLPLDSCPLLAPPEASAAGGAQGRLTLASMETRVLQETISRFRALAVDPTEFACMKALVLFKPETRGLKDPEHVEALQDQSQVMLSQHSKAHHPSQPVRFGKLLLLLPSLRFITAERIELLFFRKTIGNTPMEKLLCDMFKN
MITF TRPM1 inh: inhibitors of MITF-dependent TRPM1 promoter reporter, primary screen, cell-based, SK-MEL-5, single point, luciferase | SK-MEL-5 TRPM1 promoter luciferase, 24 h | inhibition, % at 12.5 µM | actives 0.83% (n = 330,000);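 active means mean inhibition across replicates of 60% or more, whatever share of single replicates reaches that level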; further: values of inactives mirror those of a sister screen read the other way
PDI turbidity: inhibitors of human PDI, primary screen, biochemical, turbidity, single point, plate reader; inhibition, % at 10 µM; PDI insulin aggregation turbidity, A650, 90 min; AID 588391, 2011; actives 0.052% (n = 350,000);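 active means mean inhibition across replicates of 30% or more, whatever share of single replicates reach that level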;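 further: absorbance from insulin aggregation driven by PDI reduction with DTT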
Target sequence (P07237 whole entry, looked up): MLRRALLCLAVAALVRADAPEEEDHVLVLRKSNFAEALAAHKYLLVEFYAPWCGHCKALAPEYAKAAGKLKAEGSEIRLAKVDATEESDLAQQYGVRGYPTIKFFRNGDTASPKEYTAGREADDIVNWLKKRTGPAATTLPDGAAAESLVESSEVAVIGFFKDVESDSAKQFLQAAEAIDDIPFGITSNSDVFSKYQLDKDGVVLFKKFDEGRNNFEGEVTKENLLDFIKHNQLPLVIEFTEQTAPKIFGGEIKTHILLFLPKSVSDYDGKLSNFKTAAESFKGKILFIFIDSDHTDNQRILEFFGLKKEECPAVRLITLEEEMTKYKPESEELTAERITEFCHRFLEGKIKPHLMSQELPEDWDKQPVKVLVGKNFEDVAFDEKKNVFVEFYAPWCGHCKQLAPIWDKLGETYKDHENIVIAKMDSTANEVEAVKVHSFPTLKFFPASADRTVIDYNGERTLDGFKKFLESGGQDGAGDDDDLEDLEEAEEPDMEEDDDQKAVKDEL
Peg3 promoter: Peg3 promoter-driven luciferase inhibitors, primary screen, cell-based, HeLa, luciferase luminescence | HeLa PEG-Prom luciferase reporter, overnight | inhibition, % at 20 µM | actives 1.7% (n = 360,000) | AID 588405, 2011;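 active means inhibition of at least 50% at 20 µM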
Shn3 inh set2: reduction of Shn3 3'UTR firefly luciferase signal, primary screen, Schnurri-3 inhibitor project, cell-based, Clone20 osteoblasts, set 2; Clone20 osteoblast Shn3 3'UTR firefly luciferase, 24 h; inhibition, % at 12.5 µM; actives 0.52% (n = 360,000); AID 588674, 2011;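 active means mean inhibition of at least 75% with every replicate also reaching 75%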;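 further: 0% = median of neutral control wells and 100% = pilot-screen positive control compound; some compounds past the cut are filed as inactive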
Vif imaging: HIV Vif self-association inhibitors, primary screen, imaging, HEK293T, single point; HEK293T cells, Vif self-association by quenched fluorescence, 24 h; inhibition, % at 7.49 µM; actives 0.35% (n = 340,000); in the data active means inhibition above about 50%, passing the limit was not always enough; further: some results filed as inactive read as strong as hits
CF NFkB block: inhibitors of PAF-induced NF-kB signaling, primary screen, cell-based, GFP fluorescence, uHTS | KKLEB NF-kB-GFP reporter, GFP fluorescence overnight | inhibition, % at 5 µM | actives 0.86% (n = 360,000) | AID 588850, 2011;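 active means at least 50% inhibition at 5 µM, scaled per plate between neutral and stimulator controls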;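 further: PAF is a Pseudomonas aeruginosa culture filtrate used as stimulus; plate controls were PAF-stimulated DMSO wells for no effect and unstimulated DMSO wells for full effect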
CaV13 FRET inh: Disruptors of the CACNA1D IQ motif to Ca2+-dependent inactivation inhibitor domain association, primary screening, Förster resonance energy transfer in intact living …; HEK cells, CFP/YFP FRET ICDI-IQ, plate reader, 10 min; percent FRET-ratio fall versus neutral wells; inhibition, % at 12.3 µM; actives 0.098% (n = 340,000); AID 743397;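 active means mean replicate inhibition of at least 30% and at least 1% of replicates passing that level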;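 further: 0% = median of the neutral control wells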
KKLEB tox: cytotoxicity in KKLEB CF airway cells, primary screen, cytotoxicity control for CF NF-kB inhibitor project, cell-based, uHTS, fluorescence assay plates | KKLEB CF airway cells viability, ATPlite luminescence, overnight; stronger effect = lower value; cells stimulated with P. aeruginosa culture filtrate | activity change (cytotoxicity), % at 5 µM | actives 0.36% (n = 360,000);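 active means corrected activity change at or below -50% at 5 µM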
NR2E3 ag-2: inhibitors of NR2E3-RetCOR corepressor binding, primary screen, NR2E3 agonist project, biochemical, TR-FRET, GST-NR2E3, biotin-RetCOR; 1536-well; actives 0.12% (n = 320,000); AID 2300, 2010; inhibition of corepressor binding, % at 4.78 µM; Photoreceptor-specific nuclear receptor (Homo sapiens), Q9Y5X4;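 active means percent inhibition above the cutoff of mean plus 3 SD of all tested compounds, set per screening campaign, cut at about 20% in these data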;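 further: 0% = DMSO wells and 100% = biotin wells as full block of FRET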
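Test system: GST-NR2E3 and biotin-RetCOR proteins | Quantity: 1.35 nM GST-tagged NR2E3 final | Medium: Tris pH 7.5 | Also added: 7 nM biotin-RetCOR | Dosing: Compound at 4.8 µM, single dose | Timing: 5 h at 4 °C | Detection: Time-resolved FRET | Read-out basis: Percent inhibition | Benchmarks: Biotin wells as high control, 0.6% DMSO wells as low control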
Starred values were filed as active, the others as inactive; . = not tested or not shown. Outcome played no part in choosing rows; overall some 3.3% were active at least once.

SMILES	HIF-2a block	NR2E3 ag-1	MITF TRPM1 inh	PDI turbidity	Peg3 promoter	Shn3 inh set2	Vif imaging	CF NFkB block	CaV13 FRET inh	KKLEB tox	NR2E3 ag-2
O=C(NCCc1ccccc1)/C(=C\c1ccc([N+](=O)[O-])cc1)NC(=O)c1ccc(Br)cc1	15	2	0	-5	9	8	1	-19	-6	-10	3
CN1CCN(CC(O)(c2ccc(Cl)cc2)c2ccc(Cl)cc2)CC1	-12	-21	1	4	13	16	-1	0	-6	-2	0
O=C(Cn1c(C(F)(F)F)nc2ccccc21)Oc1cccc(C(F)(F)F)c1	16	-1	-4	-7	1	-2	19	-1	1	4	-1
COc1ccc(OCCCNCCc2ccccc2)cc1	8	7	-7	0	-3	-43	-4	12	10	0	-4
C=CCn1c(SCC(=O)Nc2ccc(OC)cc2)nnc1-c1cnccn1	6	15	-3	6	0	-1	-9	-22	-7	10	3
Cc1csc(NC(=O)C2CC(=O)N(c3ccc(C)c(C)c3)C2)n1 (configuration not stated)	13	-20	-2	-5	7	8	-3	0	-4	-2	0
C=CCN1C=CC(=C/C=C(/C#N)C(=O)OCC)C=C1	-51	-108	7	5	-97	-21	.	-2	-3	7	-12
COc1ccc(Cl)cc1C(=O)NNC(=O)c1csc(N2CCOCC2)n1	14	-14	-2	3	6	10	.	1	-3	1	-1
CCC(=O)Nc1cc(OC)cc(OC)c1	2	1	4	2	-6	0	2	15	-4	9	-5
O=C(NCc1cccs1)c1cccnc1C(=O)O	-14	-4	4	-6	2	-5	-7	-12	.	4	-3
CC(=O)c1ccc(OCC(C)C)c(Cc2c(O)nc(N)[nH]c2=O)c1	18	9	7	4	6	2	14	17	-4	2	1
CCOc1ccc(CCNC(=O)Cc2ccc(NC3=NC4CS(=O)(=O)CC4S3)cc2)cc1 (configuration not stated)	7	-15	.	.	-3	-25	-1	13	-5	3	3
CCCC[n+]1ccc(-c2nc3ccc([N+](=O)[O-])cc3[nH]2)cc1	-51	-21	-10	-2	-20	4	-5	0	-4	-3	2
CSc1nc(N)nc(N(C)C)n1	6	-13	1	10	2	-8	0	-36	5	8	4
O=C(N/N=C/c1ccc(O)cc1O)c1ccc(CN2C(=O)c3cccc4cccc2c34)cc1	4	-22	56	17	49	94*	-2	32	-5	-20	7
COc1ccc(S(=O)(=O)N2CCC(C(=O)N3CCCC3)CC2)cc1C	12	-8	6	10	-5	-7	-2	4	-2	-6	5
O=C(CC1C[C@H](C(=O)N2CCCCC2)[C@@]2(CCc3ccccc3)c3[nH]c4ccccc4c3CCN2C1=O)NCc1ccco1 (some centres not stated)	-2	-38	7	5	29	18	.	6	-5	0	.
CCC(=O)N1N=C(c2ccc(NS(C)(=O)=O)cc2)CC1c1ccc(N(C)C)cc1 (configuration not stated)	-167	-48	-22	-1	-90	-38	1	-7	-4	9	2
O=C(c1ccc(S(=O)(=O)Nc2ccccc2)cc1)N1CCCCCCC1	15	-28	-2	-1	16	14	-6	10	.	-8	-1
O=C(CCNC(=O)Cn1ccc2ccccc2c1=O)NCCN1CCN(c2ccccc2F)CC1	18	-10	4	7	27	6	.	10	.	1	3
CCOc1ccc(S(=O)(=O)N2CCCCC2)cc1NC(=O)CCc1ccc(OC)cc1	8	7	-1	-1	3	3	24	28	-6	2	-1
Cc1cc(C)cc(N(CC(=O)NC2CCCCC2)C(=O)CCC(=O)Nc2cc(C)ccn2)c1	12	-3	5	-9	7	-3	4	21	-2	0	.
COc1ccc(-c2csc(NC(=O)c3ccco3)n2)cc1	-276	-112	-80	4	-397	-38	0	-4	-3	13	0
O=C(Nc1c(C(=O)N2CCOCC2)cnn1-c1ccccc1)c1ccco1	4	-16	6	-7	19	-11	5	2	-9	-9	1
Cc1c(Nc2cc(N3CCCCCC3)c3nonc3c2[N+](=O)[O-])c(=O)n(-c2ccccc2)n1C	21	-16	9	-5	8	8	-5	11	.	5	3
Cc1ccc(S(=O)(=O)NN2C(=O)/C(=C/c3ccccn3)SC2=S)cc1	6	-16	-5	-6	0	-7	-2	7	-1	-10	-2
COc1ccc(Cl)cc1NC(=O)CN(C)CC(=O)Nc1cc(OC)c(OC)c(OC)c1	11	-70	18	-5	28	24	-9	6	-19	-7	1
O=C(COC(=O)c1ccccc1C(=O)c1ccccc1)NCc1ccc(F)cc1	10	1	-1	-1	14	-4	-2	10	-2	-6	0
Cc1ccc(C(=O)NCc2ccc(Cl)cc2)o1	-23	-9	-7	-2	-1	-17	-2	-7	.	1	1
Cn1c(/C=C/c2ccc(Br)cc2)nc2ccccc2c1=O	-374	-67	-79	1	-237	-94	4	0	-5	4	1

Entries of single compounds as entered above. Order of values: HIF-2a block | NR2E3 ag-1 | MITF TRPM1 inh | PDI turbidity | Peg3 promoter | Shn3 inh set2 | Vif imaging | CF NFkB block | CaV13 FRET inh | KKLEB tox | NR2E3 ag-2
`COc1ccc(S(=O)(=O)N2CCC(C(=O)N3CCCC3)CC2)cc1C` in the list: 12 | -8 | 6 | 10 | -5 | -7 | -2 | 4 | -2 | -6 | 5
`Cc1c(Nc2cc(N3CCCCCC3)c3nonc3c2[N+](=O)[O-])c(=O)n(-c2ccccc2)n1C` in the list: 21 | -16 | 9 | -5 | 8 | 8 | -5 | 11 | . | 5 | 3
`O=C(CC1C[C@H](C(=O)N2CCCCC2)[C@@]2(CCc3ccccc3)c3[nH]c4ccccc4c3CCN2C1=O)NCc1ccco1` (some centres not stated) in the list: -2 | -38 | 7 | 5 | 29 | 18 | . | 6 | -5 | 0 | .

Following part.
SMILES	HIF-2a block	NR2E3 ag-1	MITF TRPM1 inh	PDI turbidity	Peg3 promoter	Shn3 inh set2	Vif imaging	CF NFkB block	CaV13 FRET inh	KKLEB tox	NR2E3 ag-2
O=C(/C=C/c1ccc(Cl)cc1)Nc1nccs1	-256	-137	-59	9	-248	-47	0	-7	10	5	.
Oc1ccccc1C1CCCCC1c1ccccc1 (configuration not stated)	-39	-17	-10	-4	-32	-7	0	-26	-2	7	1
C=CCn1c(/N=C/c2ccc(OC)cc2)nc2ccccc21	3	-2	1	-2	19	10	-21	-12	.	12	2
O=C1NC(=O)C2(CCCc3ccc([N+](=O)[O-])cc32)N1 (configuration not stated)	6	-38	.	-2	7	-16	-9	5	-5	5	.
O=C(O)c1ccc(-n2nncc2-c2ccccc2)cc1	19	3	-4	-4	11	-4	-7	5	-7	-3	0
Cc1ccc2nc(N3CCN(C(=O)c4ccc(F)cc4)CC3)c(C#N)cc2c1	12	5	23	3	-2	10	4	-16	16	14	2
CCOc1ccc(Nc2cc(C)c3ccccc3n2)cc1	-232	-69	-138	-8	-320	-70	-7	-1	-19	-4	-2
CCCCNC(=S)Nc1cc(S(=O)(=O)N2CCCCC2)ccc1C	15	-9	-14	-2	17	0	10	-13	-5	-5	2
NC(=O)CN1C(=O)C2CCCCN2C(=O)c2ccccc21 (configuration not stated)	2	-7	-1	-12	10	7	-7	3	-5	-1	1
CCOc1cccc2cc(C(N)=O)c(=NCc3ccccc3)oc12	-7	-9	7	2	-5	-5	3	35	-5	1	1
CC(=O)NC(Cc1cc(C)ccc1C)C(=O)N1CCN(C(=O)c2ccc([N+](=O)[O-])cc2)CC1 (configuration not stated)	3	-1	4	4	15	8	-3	8	-6	-2	4
Clc1cccc(Cl)c1/C=N\Nc1nccs1	-47	-17	4	-1	4	12	-14	-7	.	2	5
Cc1ccc(-c2nn(CCC#N)cc2C=C(C#N)C#N)cc1	-6	0	-17	1	4	-21	8	22	-6	-12	4
CCOc1ccc(CCNS(=O)(=O)c2c(C)nc3scc(C)n3c2=O)cc1OCC	4	-1	-1	3	-14	-5	26	24	-8	-2	-2
CN1C(=O)C(C(=O)Nc2ccccc2F)c2ccccc21 (configuration not stated)	-4	-9	7	1	-16	15	-10	-5	-19	16	-2
O=C(CN1C(=O)NC2(CCCC2)C1=O)N1CCN(c2ccccc2O)CC1	-28	7	-2	0	-5	-11	0	-10	-5	-4	-1
CC(O)(c1ccc(F)c(F)c1)c1nc(/C=C/c2ccc(C(F)(F)F)cc2)cs1 (configuration not stated)	1	0	.	9	2	2	2	-14	-10	9	.
CCOC(=O)CSc1nc2ccccc2c(=O)n1-c1ccc(C(=O)NCCOC)cc1	23	-4	-3	-1	15	4	6	-21	-5	-4	-3
O=C(OCC(O)CN1CCCCC1)C12CC3CC(CC(C3)C1)C2 (configuration not stated)	21	-20	-9	2	0	7	.	2	1	3	0
Cc1cccc(Oc2ccccc2NC(=O)C2=COCCO2)c1	13	-9	8	-7	11	-3	-9	0	-1	4	5
CCOC(=O)C1CCCN(c2c(NCCCN(CC)c3cccc(C)c3)c(=O)c2=O)C1 (configuration not stated)	14	4	2	0	4	0	-2	-5	0	2	3
O=C(OCC(=O)c1ccc(Cl)cc1Cl)c1cnccn1	10	-11	-1	-6	24	5	5	-8	-7	-1	-1
COc1ccc(-c2nc(CS(=O)CC(=O)NCc3ccccn3)c(C)o2)cc1 (configuration not stated)	-1	-2	2	.	13	-16	10	16	.	6	2
COc1ccc(C2C(C(C)=O)=C(O)C(=O)N2c2ccc(F)cc2)cc1 (configuration not stated)	-16	-25	-7	2	4	-44	-5	-10	-6	6	1
COc1ccc(OCC(=O)Nc2ccc(OC)c(S(=O)(=O)N3CCCCC3)c2)cc1	-26	2	22	12	-10	5	-1	25	-6	-2	-1
O=C(Nc1ccccc1)c1ccc2nc(-c3ccco3)c(-c3ccco3)nc2c1	3	-18	-11	1	26	8	-8	5	-11	-4	0
CC(C)NCc1cccc([N+](=O)[O-])c1	4	12	-5	-2	-8	-5	5	2	-5	-4	0
O=C(Nc1cccc(-c2cccc(Cl)c2)c1)C1CCN(Cc2nccs2)CC1	25	-6	.	-19	31	3	.	14	-13	-8	.
COC(=O)C1=C[C@@H](C(=O)OC)[C@@H]2C3=C(C(=O)C2(C)C)[C@H](C)n2c(=O)n(-c4ccccc4)c(=O)n2[C@@H]3C1	7	2	2	2	1	-7	2	8	-5	3	3
CN(C)S(=O)(=O)c1ccc(NC(=O)CSc2n[nH]c(=O)n2C2CC2)cc1	19	14	-2	4	13	-18	20	-2	-1	12	2
O=C(c1ccc(COc2ccc(F)cc2)o1)n1cc(Br)cn1	7	-27	10	0	-8	5	3	-7	-5	4	0
COc1ccccc1N1CCN(c2cc(=O)n(-c3ccc(Cl)cc3)c(=O)[nH]2)CC1	3	-10	-3	13	14	9	31	-9	-6	3	0
